WRN inhibitor – WRN helicase (human) inhibition | Q14191 | WRN helicase unwinding, fluorescent forked duplex, kinetic | Potency, µM (titrated, usually from 114 µM), without a hit: top-dose activity change, negative = inhibition, actives largely listed as inhibitors | 360,000 tested, 0.46% active | AID 651768; further: potency means the concentration at half of the fitted maximal effect; on the % scale 0 is the no-effect control and ±100 the full control effect; nearly all actives have a fitted effect of over 55% in size
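Kinetic fluorescence helicase assay: unwinding of a quenched forked DNA duplex (100 nM final) with 2 mM ATP final raises red fluorescence (525/598 nm). Compounds sat 15 min at room temperature with 20 nM WRN beforehand.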
PI5P4K alpha inh – blocks human PI5P4K alpha kinase activity. AID 652105. 330,000 tested, 1.2% active. PI5P4Kalpha enzyme, ADP-Glo luminescence, 60 min; active compounds read low. P48426. max response, %; active means max response of -50% or lower; inconclusive means between -30% and -50%; inactive means -30% or higher; further: value at the top dose of about 77 µM; on the % scale 0 is the no-effect control and ±100 the full control effect
Target sequence (P48426 whole entry, looked up): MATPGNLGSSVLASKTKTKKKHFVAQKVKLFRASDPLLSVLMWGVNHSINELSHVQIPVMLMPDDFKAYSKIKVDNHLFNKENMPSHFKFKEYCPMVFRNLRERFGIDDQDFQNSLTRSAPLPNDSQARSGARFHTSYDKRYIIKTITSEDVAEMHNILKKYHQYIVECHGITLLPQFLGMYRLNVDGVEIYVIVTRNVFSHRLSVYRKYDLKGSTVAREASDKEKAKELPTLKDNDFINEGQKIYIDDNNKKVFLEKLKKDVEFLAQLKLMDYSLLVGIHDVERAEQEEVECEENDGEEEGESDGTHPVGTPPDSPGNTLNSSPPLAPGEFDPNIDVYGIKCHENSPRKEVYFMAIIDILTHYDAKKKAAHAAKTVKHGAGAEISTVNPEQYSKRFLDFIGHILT
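Reactions run in 0.038 M HEPES pH 7.4, 0.28 mM EGTA, 0.1% CHAPS and 5% DMSO, with PI5P4Kalpha, substrate, compound and 5 microM ATP final, one hour at room temperature. Readout is ADP-Glo luminescence.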
CCT chaperon mod – changes cytosolic chaperonin activity. purified chaperonin ATPase assay, HTRF ADP detection, 30 min. activity change, % (no concentration beside the values), hits read low. AID 651819. 360,000 tested, 0.3% active; in the data active means activity change below about -30%; further: on the % scale 0 is the no-effect control and ±100 the full control effect
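Nucleotide hydrolysis assay: TRiC at 20–40 nM final (set by batch activity) with 10 uM ATP, 30 min at 37 °C, in presence of 76 uM compound. Detection by competitive ADP HTRF, 30 min ambient.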
EPAC1 agonist – EPAC1 (human) agonism | O95398 | EPAC1 agonist qHTS, biochemical assay; response scale: 100% = response to 6.5 mM cAMP | Potency, µM (top dose mostly 154 µM), inactives show at the top dose activation, usual class: activators | 360,000 tested, 0.073% active | AID 720707; further: potency means the concentration at half of the fitted maximal effect; nearly all actives have a fitted effect of over 60% in size
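Read-out is the fluorescence drop as BODIPY-GDP leaves Rap1B (480 nm excitation, 540 nm emission), recorded every 5 minutes over 30 minutes. Reactions held 100 nM EPAC1, 250 nM Rap1B–BODIPY-GDP and 50 uM GDP, with 6.5 mM cAMP setting full activation.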
Mm-Cpn inhibitor – inhibitors of Methanococcus maripaludis chaperonin (MmCpn). purified Mm-Cpn ATPase, ADP Transcreener TR-FRET. Potency, µM (series often up to 76.9 µM), without a hit: at the highest dose activity, negative = inhibition, usual class: inhibitors. 330,000 tested, 0.031% active. AID 504842; further: potency means the concentration at half of the fitted maximal effect; on the % scale 0 is the no-effect control and ±100 the full control effect; nearly all actives have a fitted effect of over 80% in size
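TR-FRET (320 nm excitation; 590 and 665 nm emission) reports ADP made from 10 uM ATP by 25 nM enzyme; compounds were preincubated 10 min, reaction run 30 min, both at 37°C.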
PLK1 PBD inh – inhibitors of human PLK1 polo-box domain binding; P53350; Plk1 PBD binding of FITC phosphopeptide, fluorescence polarization; Potency, µM, without a hit: max response, negative = inhibition, hits mostly inhibitors; 360,000 tested, 2.8% active; AID 720504; further: potency means the concentration at half of the fitted maximal effect; series mostly up to about 57 µM; on the % scale 0 is the no-effect control and ±100 the full control effect; nearly all actives have a fitted effect of over 65% in size
Target sequence (P53350 whole entry, looked up, the tested form may be a part): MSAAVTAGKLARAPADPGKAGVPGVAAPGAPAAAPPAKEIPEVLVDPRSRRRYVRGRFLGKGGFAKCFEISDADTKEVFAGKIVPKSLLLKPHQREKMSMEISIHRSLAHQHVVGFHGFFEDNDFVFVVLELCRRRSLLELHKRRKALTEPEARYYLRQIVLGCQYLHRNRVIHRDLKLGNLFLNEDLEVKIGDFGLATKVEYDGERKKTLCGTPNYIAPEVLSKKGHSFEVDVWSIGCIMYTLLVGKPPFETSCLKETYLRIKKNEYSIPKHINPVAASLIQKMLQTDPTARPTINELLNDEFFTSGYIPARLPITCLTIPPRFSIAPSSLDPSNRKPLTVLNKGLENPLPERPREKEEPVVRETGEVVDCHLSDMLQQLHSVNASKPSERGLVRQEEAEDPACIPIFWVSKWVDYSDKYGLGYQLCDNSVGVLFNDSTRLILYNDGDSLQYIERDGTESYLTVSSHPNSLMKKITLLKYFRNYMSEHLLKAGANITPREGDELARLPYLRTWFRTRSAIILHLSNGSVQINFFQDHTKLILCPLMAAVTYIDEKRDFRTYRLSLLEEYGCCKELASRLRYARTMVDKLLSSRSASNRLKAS
EPAC2 antag – antagonists of human EPAC2. AID 720708. Potency, µM (highest dose often 114 µM), for inactives: at the top dose activity, negative = inhibition, most hits filed as inhibitors. 360,000 tested, 0.18% active. Q8WZA2. EPAC2 GEF exchange of Rap1B-BODIPY-GDP, fluorescence; further: potency means the concentration at half of the fitted maximal effect; on the % scale 0 is the no-effect control and ±100 the full control effect; nearly all actives have a fitted effect of over 45% in size; many of its hits are not listed in these tables
EPAC1 antag – blocks human EPAC1 exchange factor | O95398 | Potency, µM (highest dose often 115 µM), inactives show at the highest dose activity change, negative = inhibition, actives largely listed as inhibitors | 360,000 tested, 0.14% active | EPAC1 GEF assay, Rap1b-BODIPY-GDP exchange fluorescence | AID 720709;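 further: potency means the concentration at half of the fitted maximal effect; plate controls were vehicle for no effect and positive control for full effect; nearly all actives have a fitted effect of over 50% in size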
The depositor's hits bear a star; ? = inconclusive; . = no result given; [ ] = dose if it differs, or a comment. Unless noted, the call rests on the fitted dose curve; in most records, active means well fitted curve in the direction sought with a large enough effect; inconclusive means small, poorly fitted or top-dose-only effect, or another doubt; inactive means no such curve, though single readings can be large; an effect the other way counts as inactive or inconclusive.

SMILES | WRN inhibitor | PI5P4K alpha inh | CCT chaperon mod | EPAC1 agonist | Mm-Cpn inhibitor | PLK1 PBD inh | EPAC2 antag | EPAC1 antag
CC(=O)C[C@@H](O)CC(=O)[C@@H]1OC(=O)CCCCCc2ccccc21 | -5% | 0 | -3.0 | -19% | 0% | -2% | -2% | 0%
Cc1ccc(-c2csc(NC3OC(=O)c4ccccc43)n2)cc1 (configuration not stated) | -4% | 2 | 0.6 | 7% | 1% | -17% | -6% | 14%
CC(C)N1CCc2c(sc(NC(=O)Cc3ccccc3)c2C(N)=O)C1 | -2% | -2 | -0.1 | -9% | 1% | 1% | 7% | 6%
O=C(Cc1ccc([N+](=O)[O-])cc1)NCc1ccccc1Cl | 12% | -1 | -0.3 | -3% | 2% | -2% | 19% | 3%
COc1ccc(Cl)cc1C(=O)NCCCN1CCOCC1 | -18% | 3 | -0.4 | -5% | -4% | -3% | 5% | 1%
O=C(Cn1c(-c2ccccc2)noc1=O)Nc1ccc(N2CCCCCC2)cc1 | -2% | . | -0.5 | 9% | 0% | -1% | -5% | -16%
CS(=O)(=O)N(CC(=O)NC1CC2CCC1C2)c1cccc(C(F)(F)F)c1 (configuration not stated) | 1%[57.1 µM] | 3 | -2.2 | 14% | -1% | -5% | -2% | -25%
COc1cccc(C(=O)NC2CCCc3ccccc32)c1OC (configuration not stated) | 0% | 5 | 0.7 | -3% | 1% | 1% | 14% | -7%
C=C(C)CN(CC)C(=O)CCc1nnc(CCc2c[nH]c3ccccc23)o1 | 5% | -4 | -1.2 | 3% | 1% | -15% | ? | 15%
CC(C)Oc1cccc(NC(=O)C2(C)CCN2C(=O)C(C)C)c1 (configuration not stated) | 0% | 1 | -0.5 | -1% | . | -5% | 1% | -10%
NC(=O)CN1C(=O)C(=O)N(Cc2cccc(Cl)c2)C1=O | -2% | 0 | 0.5 | 20% | 0% | -2% | 1% | 6%
O=C(CCNc1n[nH]c(=O)[nH]c1=O)N/N=C/c1ccc(Cl)cc1 | -9% | -20 | 1.1 | -2% | 3% | -1% | 9% | 4%
Cc1cccc(-n2cnc(C(=O)NNC(=S)Nc3ccccc3)c2)n1 | 1% | 10 | -2.0 | 3% | 0% | -14% | -4% | 8%
CN(CC(=O)Nc1ccccc1Br)C(=O)CNC(=O)c1cccs1 | 3% | -8 | 0.8 | 4% | -1% | -12% | 5% | -16%
Cc1c(Cl)ccc2c1NC(=O)C21NC(CCC(N)=O)[C@H]2C(=O)N(c3ccc(Cl)cc3)C(=O)[C@H]21 (some centres not stated) | -12% | -4 | -6.3 | 3% | 0% | -14% | -15% | -13%
C=CCNC(=S)N1CCN(c2ncc3c(=O)c(C(=O)O)cn(CC)c3n2)CC1 | -4% | . | 0.5 | 4% | 0% | -10% | 10% | 19%
O=C(NC1CCCC1)C(C1CC1)n1c(-c2ccncc2)nc2ccccc21 (configuration not stated) | 5% | 3 | . | 4% | . | -1% | -1% | 4%
NS(=O)(=O)c1ccc(CCNS(=O)(=O)c2ccc(Cl)nc2)cc1 | -8% | -2 | -0.4 | 8% | -1% | 4% | 7% | -9%
S=c1[nH]cnc2scc(-c3ccccc3)c12 | -2% | -17 | -0.8 | -2% | -1% | ? | 6% | 5%
CCn1c(SCC(=O)NC2CCCCC2)nnc1-c1cccnc1 | -1% | 1 | 0.4 | 1% | 1% | 0% | 11% | -13%
COc1cccc(-n2c(SCC(=O)Nc3nccs3)nnc2-c2ccoc2C)c1 | 2% | -1 | -0.7 | 9% | -2% | -9% | -2% | 5%
COc1cc(C(=O)O)nc2ccccc12 | -4% | -1 | 0.3 | 2% | -8% | 3% | -3% | 4%
Cc1cccc(C(=O)Nc2nnc(SCC(=O)Nc3ccc4c(c3)oc3ccccc34)s2)c1 | 0% | -11 | -2.3 | -7% | 0% | -1% | 12% | 0%
N#CCc1c(C#N)c(N)nc(N2CCN(C=O)CC2)c1C#N | -3% | -6 | 0.5 | 18% | 3% | -4% | 17% | -4%
COc1ccccc1CNCc1ccc(OC)c2ccccc12 | -1% | -5 | -1.8 | -3% | . | ? | -3% | -7%
SMILES | WRN inhibitor | PI5P4K alpha inh | CCT chaperon mod | EPAC1 agonist | Mm-Cpn inhibitor | PLK1 PBD inh | EPAC2 antag | EPAC1 antag
CCOC(=O)c1cc(NC(=O)N(CC)CC)c(C)nc1C | -3% | . | 1.8 | 4% | -2% | 0% | 0% | 21%
C=CCn1cnc2c(c1=O)c1nc3ccccc3nc1n2/N=C/c1ccccn1 | -11% | . | -5.2 | 7% | 0% | -10% | -1% | -2%
COc1cccc(CC2(CO)CCCN(S(=O)(=O)N(C)C)C2)c1 (configuration not stated) | -5% | -6 | -2.3 | 10% | 0% | -11% | 2% | 11%
CN(CCC1CCOCC1)C(=O)CC1C(=O)NCCN1Cc1ccccc1F (configuration not stated) | -12% | 8 | 0.0 | 10% | 3% | -3% | -2% | 6%
Cc1cc(C(=O)NNC(=O)Cc2ccc(Cl)c(Cl)c2)c(C)o1 | 4% | -5 | -0.5 | -12% | 0% | -15% | 12% | -8%
CCn1c(CSc2nnc(-c3ccncc3)n2C)nc2cc(C(=O)O)ccc21 | 71µM* | -4 | -2.0 | 1% | -2% | 2% | 7% | 2%
Nc1ccc(CN2CCOCC2)cc1 | -3% | 1 | -1.6 | 2% | 0% | 0% | 0% | -2%
CC(=O)NC(Cc1c[nH]c2ccccc12)C(=O)OCC(=O)Nc1ccc2c(c1)OCO2 (configuration not stated) | -16% | -3 | 2.6 | -8% | 0% | 1% | -5% | -14%
O=C(COc1ccc(S(=O)(=O)NCc2ccccc2)cc1Cl)NCc1ccncc1 | -9% | 4 | -1.8 | -2% | 0% | -13% | 3% | -6%
CCCCCCC(=O)Nc1ccc(C(=O)N2CCCC2)cc1 | 0% | . | -1.2 | 1% | 0% | -2% | -2% | 1%
CC(C)Sc1nc(N)nc(-c2cccs2)c1C#N | -25% | 15 | -0.6 | 20% | -6% | -3% | -5% | -24%
CCOC(=O)c1ccc(N/C=C2\CCCCC2=O)cc1 | 1% | 11 | -1.2 | 1% | -4% | 7% | -1% | -5%
COc1ccc(C(=O)N/N=C(\C)CC(=O)Nc2ccc(N(C)C)cc2)c(OC)c1 | -3% | -5 | -2.2 | 4% | -1% | -4% | -3% | 4%
Cc1cccc(NC(=O)c2cc(-c3ccco3)nc3ccccc23)n1 | -36% | 5 | 0.2 | -6% | -6% | -13% | 12% | 16%
CN1C(=O)[C@H]2[C@@H](C3CC3)N3C(=O)CN(Cc4ccc(-c5ccccc5)cc4)C(=O)[C@@]3(C)[C@H]2C1=O | 12% | -6 | -1.5 | 1% | -10% | 3% | 9% | -2%
O=C1CC(Cc2ccccc2)C(=O)N1c1ncccn1 (configuration not stated) | -4% | -6 | -3.4 | 5% | 1% | -18% | 5% | 5%
COc1cccc2c(C)c(C(=O)O)[nH]c12 | -18%[57.1 µM] | -64* | -4.0 | 0% | -3% | -30% | 1% | -2%
CCn1ncc(NC(=S)NCCc2ccccc2)c1C(N)=O | -1% | -1 | -0.7 | -1% | -1% | -7% | 12% | 11%
CC(=O)Nc1cccc(NC(=O)c2ccc(C)c([N+](=O)[O-])c2)c1 | -7%[57.1 µM] | 1 | -2.7 | 6% | 1% | -8% | 1% | 5%
COc1ccccc1C(CNC(=O)c1cccc(S(=O)(=O)Nc2ccc(C)cc2)c1)N(C)C (configuration not stated) | -5% | 1 | -0.4 | 0% | -1% | -3% | 16% | -8%
COc1ccccc1CNC(=O)C1CC(c2ccccc2C(F)(F)F)=NO1 (configuration not stated) | 5% | -3 | 0.4 | 1% | 1% | -6% | -4% | -7%
CCN(CC(=O)Nc1cc(Cl)ccc1C)C(=O)CSCc1c(C)noc1C | 2% | -16 | -1.0 | -5% | 2% | -6% | 6% | -11%
O=C(CSc1nnc(CNC(=O)c2c(F)cccc2Cl)o1)NC1CCCC1 | 4% | -8 | 1.3 | -2% | -1% | 1% | 8% | 6%
Cc1ccc(C2=Nc3c(ccc4ccccc34)C(c3ccncc3)=NN2)cc1 | -6% | 13 | 0.8 | 11% | -3% | -10% | -8%[57.1 µM] | -9%
CC1=CC2=NC(=O)CC(C)(C(=O)N(CC(=O)NC3CCCC3)Cc3ccccc3)N2C=C1 (configuration not stated) | -9% | -5 | -3.2 | 0% | -2% | 3% | 2% | 3%

Complete entries, quoted from the list. Values in the order: WRN inhibitor, PI5P4K alpha inh, CCT chaperon mod, EPAC1 agonist, Mm-Cpn inhibitor, PLK1 PBD inh, EPAC2 antag, EPAC1 antag
O=C(CSc1nnc(CNC(=O)c2c(F)cccc2Cl)o1)NC1CCCC1 across the screens: 4%, -8, 1.3, -2%, -1%, 1%, 8%, 6%
CC(=O)NC(Cc1c[nH]c2ccccc12)C(=O)OCC(=O)Nc1ccc2c(c1)OCO2 (configuration not stated) across the screens: -16%, -3, 2.6, -8%, 0%, 1%, -5%, -14%

The list continues:
SMILES | WRN inhibitor | PI5P4K alpha inh | CCT chaperon mod | EPAC1 agonist | Mm-Cpn inhibitor | PLK1 PBD inh | EPAC2 antag | EPAC1 antag
CC(C)OC(=O)c1ccccc1C(=O)c1ccc(N)c([N+](=O)[O-])c1 | -6% | 0 | -2.3 | -6% | 0% | -4% | -15% | -11%
CC(C)C(=O)NC(c1ccc([N+](=O)[O-])cc1)c1c(O)ccc2ccccc12 (configuration not stated) | 9% | . | -0.8 | -1% | 1% | -1% | 14% | 6%
COc1ccc(Oc2cn[nH]c2-c2ccc(O)cc2O)cc1 | -13% | -14 | -2.7 | 3% | -2% | -2% | -9% | -18%
CCOC(=O)/C(C)=N/NC(=O)c1cccc([N+](=O)[O-])c1 | 2%[57.1 µM] | 7 | 0.7 | 4% | 1% | 1% | 1% | -17%
CC(=O)Oc1cccc(N2C(=O)c3ccccc3C2=O)c1 | 11% | -7 | -3.4 | -8% | 1% | -4% | 2% | -8%
CC(C)COC(=O)N(C)C[C@H]1OCc2cnnn2CCCC(=O)N([C@@H](C)CO)C[C@H]1C | 2% | -6 | -0.2 | -7% | . | -8% | 3% | 16%
O=S(=O)(c1ccc(F)cc1)N1CN(Cc2ccco2)c2nc3ccccc3nc21 | -25%[57.1 µM] | . | -7.2 | 25% | -3% | -16% | -10% | -14%
Cc1cccc(S(=O)(=O)Nc2ccc(S(=O)(=O)Nc3nccs3)cc2)c1 | 9% | 2 | -1.0 | 7% | 0% | -14% | ? | 11%
Cn1c(=O)c(=O)n(C)c2cc(S(=O)(=O)N3CCCC3C(=O)NCc3cccnc3)ccc21 (configuration not stated) | -8% | 1 | -0.2 | 11% | 0% | -15% | 3% | -18%
Cc1cc(C)n(-c2ccc(C(=O)OCn3nnc4ccccc4c3=O)cc2)n1 | -4% | 0 | -0.6 | 5% | 2% | -5% | -5% | 2%

Assay outcomes (PubChem)

The list is partial. The share of hits here may be higher or lower than overall.
